Screens from PubChem.
STK33 inh – human STK33 kinase inhibition; inhibition, % at 10 µM; purified STK33, MBP phosphorylation, ADP-Glo luminescence; Q9BYT3; 320,000 compounds, 0.073% hits; AID 2661;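 active = inhibition at or above 25%, using the most active replicate where run in duplicate; inactive = inhibition below 25%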
KCNQ2 inh – KCNQ2 potassium channel inhibitors, primary screen, cell-based, CHO-K1, FluxOR thallium flux, B-score (AID 2156). 310,000 compounds, 1.1% hits. 20 min; stronger effect = lower value. B-score at 10 µM;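 active = fluorescence ratio B-score at most minus 3 library SDs, with starting brightness B-score within 2 library SDs, cut at about -5.5 in these data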
OX1R antag – blocks the human orexin 1 receptor. 330,000 compounds, 1.8% hits. OX1R-expressing cells, FRET antagonist read-out. inhibition, % at 6.6 µM; in the data active = inhibition mostly above about 38%, no sharp cut-off; inactive = mostly below about 40%;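 also: 0% = agonist challenge alone and 100% = reference antagonist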
Target sequence (O43613 whole entry, looked up): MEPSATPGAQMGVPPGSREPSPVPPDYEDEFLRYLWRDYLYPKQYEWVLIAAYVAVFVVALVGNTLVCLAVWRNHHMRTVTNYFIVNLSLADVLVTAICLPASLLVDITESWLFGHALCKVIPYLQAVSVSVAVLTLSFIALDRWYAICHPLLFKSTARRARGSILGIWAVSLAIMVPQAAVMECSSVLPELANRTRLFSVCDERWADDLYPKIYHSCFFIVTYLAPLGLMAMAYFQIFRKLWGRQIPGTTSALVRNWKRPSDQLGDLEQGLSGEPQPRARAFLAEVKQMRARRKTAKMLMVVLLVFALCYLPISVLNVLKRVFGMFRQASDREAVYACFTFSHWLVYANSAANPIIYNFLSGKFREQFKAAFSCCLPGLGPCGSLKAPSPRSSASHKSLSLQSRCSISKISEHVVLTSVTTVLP
Active calls of the source: *; i = inactive; . = not tested or not shown. This is a random part of the collection. About 2.7% of those tested had a hit in this group.

molecule | STK33 inh | KCNQ2 inh | OX1R antag
COc1ccc(C2CC(c3ccccc3)=NN2C(=O)CCCC(=O)O)cc1 (stereo not drawn) | -0.3 | i | 5.5
Cc1oc(-c2cccs2)nc1CSCC(=O)NC1CC1 | -0.7 | i | 20.5
Cc1cc(C)cc(NC(=O)c2cc(S(=O)(=O)NCc3ccco3)ccc2F)c1 | -0.2 | i | 27.6
Cc1cc(C(=O)Cn2ncc(Cl)c(Cl)c2=O)c(C)n1CC(F)(F)F | -0.6 | i | 21.3
CSc1ccccc1C(=O)NCC(c1ccco1)N1CCCCC1 (stereo not drawn) | 0.7 | i | 19.3
S=C(NCC(c1cccnc1)N1CCOCC1)NC1CCCCC1 (stereo not drawn) | . | i | 2.4
COc1ccc(S(=O)(=O)n2c([N+](=O)[O-])cnc2C)c(C)c1C | -0.3 | i | -8.2
O=C(CSc1nncn1-c1ccccc1)NC1CCCc2ccccc21 (stereo not drawn) | -1.0 | i | 9.6
CN(C(=O)c1cccc(NC(=O)Cc2cccc([N+](=O)[O-])c2)c1)C1CCCC1 | -0.2 | . | 6.7
COc1cc(C(C2=C(O)CC(C)(C)CC2=O)C2C(=O)CC(C)(C)CC2=O)cc(OC)c1OC (stereo not drawn) | 0.9 | i | 17.3
CCN(CC)S(=O)(=O)c1cccc(C(=O)NC(Cc2c[nH]c3ccccc23)c2nnc3n2CCCCC3)c1 (stereo not drawn) | -0.8 | i | 22.9
O=S(=O)([N-]c1nc2ccccc2nc1-[n+]1ccc(Cc2ccccc2)cc1)c1ccc(Br)s1 | -1.2 | i | 20.8
O=C(O)CCC(=O)NCc1ccc(F)cc1 | 0.2 | i | 3.3
CCCN(CC(=O)Nc1ccccc1C)C(=O)CCCc1c[nH]c2ccccc12 | -0.8 | . | 15.1
Cc1ccc(-c2nc(C(Cl)Cl)c3ccccc3n2)cc1 | -0.6 | i | 0.6
CC(=O)Nc1sc2c(c1C(c1ccccn1)N1CCCC1)CCCC2 (stereo not drawn) | -1.1 | i | 8.2
CN(Cc1ccccc1)C(=O)c1[nH]cnc1C(=O)Nc1ccon1 | -1.5 | . | 4.6
CN1CCN(C(=O)Nc2cccc3ccccc23)CC1 | -1.1 | i | 10.0
CCNC(=S)NN(c1ccccc1)c1ccccc1 | -1.3 | i | 21.7
Cc1cc(NC(=O)CCN2CCC(C)CC2)ccc1Br | -1.3 | i | .
Cn1c(=O)c2c(nc(NCCCN3CCOCC3)n2Cc2ccc(Cl)cc2)n(C)c1=O | 0.4 | i | 17.6
C/C(=N/OC(=O)c1ccccc1Br)c1ccc(C)cc1 | -0.8 | i | -0.6
CSc1ccccc1NC(=O)CN(C)C(=O)Cc1c[nH]c2ccccc12 | -1.7 | i | 26.6
Cc1nn(CCCC(=O)NCc2ccccc2)c(C)c1[N+](=O)[O-] | -0.2 | i | 1.4
Cc1ccccc1NC(=O)c1ccc(F)c(S(=O)(=O)NCC2CCCO2)c1 (stereo not drawn) | -1.7 | i | 2.7
Cc1nn(-c2ccccc2)c(Cl)c1C(=O)OCC(=O)NCCc1ccccc1 | 2.8 | i | .
Cc1cccnc1NC(=O)/C=C/c1ccc2c(c1)OCO2 | 2.9 | i | 13.7
O=C(Nc1nc(-c2ccccn2)cs1)c1ccc(Cl)s1 | -0.2 | i | 20.2
COc1ccc(C)cc1S(=O)(=O)N1CCC(C(=O)NC2CCCC2)CC1 | -2.4 | i | 3.7
Cc1ccc(NS(=O)(=O)c2cccc3cccnc23)c(Br)c1 | 0.3 | i | 24.1

Additional entries follow:
molecule | STK33 inh | KCNQ2 inh | OX1R antag
COCCn1c(SCc2csc(-c3ccccc3)n2)nc2ccccc21 | -0.8 | i | 20.0
CCOC(=O)c1sc(=S)n(-c2ccccc2)c1N(C(C)=O)C(C)=O | -1.7 | i | 5.1
COc1cc(OC)c(C(=O)OC(C)C(=O)Nc2cc(C(F)(F)F)ccc2Cl)cc1OC (stereo not drawn) | -2.2 | i | 18.2
Cc1ccc(OCC(=O)Nn2c(C)nc3ccccc3c2=O)c(C(C)C)c1 | -3.4 | i | 25.9
O=C(Nc1ccc(Cl)cc1)Nc1nnc(SCc2ccc(Cl)cc2)s1 | -0.1 | i | 11.4
CCN1CCN(c2nc3c(c(=O)[nH]c(=O)n3C)n2CCCc2ccccc2)CC1 | -1.7 | i | 8.3
Cn1ccnc1C(=O)c1ccccc1Cl | 0.5 | i | 18.8
Cc1sc(NC(=O)CN(C(=O)c2ccccc2F)C2CCCC2)c(C(N)=O)c1C | -1.0 | i | 18.0
O=C(C1CCCCC1)N1CCN=C1SCc1cccc([N+](=O)[O-])c1 | -0.4 | i | 14.5
CS(=O)(=O)c1ccc2nc(NC(=O)c3ccccc3)sc2c1 | -0.3 | i | 22.4
O=C(c1cc(-c2ccc(Br)cc2)n[nH]1)N1CCN(C(=O)c2ccccc2Br)CC1 | -0.7 | i | 7.8
Cc1cc(NC(=O)c2cc(-c3ccc(C)s3)nc3ccccc23)no1 | -1.3 | i | 11.4
COc1cc(C2CC(=O)c3c([nH]c(C(=O)OCCOC(C)C)c3C)C2)cc(OC)c1OC (stereo not drawn) | -0.3 | i | 18.6
O=C1Nc2ccccc2C1(O)Cc1ccncc1 (stereo not drawn) | -0.4 | i | -6.3
COc1ccc(C)cc1NC(=O)C(=O)NNC(=O)COc1ccc(Cl)cc1 | . | i | 18.8
O=C1C2CCCN2C(c2ccc(F)cc2)N1c1nccs1 (stereo not drawn) | -2.6 | i | -0.4
CCOC(=O)c1sc(N(Cc2ccccc2)C(=O)CSc2ncn[nH]2)nc1C | -0.6 | i | 6.4
O=S(=O)(c1ccc(=S)[nH]c1)N1CCOCC1 | -0.2 | . | 2.9
COc1ccc(/C=N\NC(=O)c2ccccc2)cc1COc1ccccc1 | -0.6 | i | 12.2
CCOc1ccccc1NC(=O)CSC1=NN2CCCC(=O)N=C2S1 | 0.4 | i | 14.6
CN(C(=O)c1cccc(NC(=O)Cc2cccc([N+](=O)[O-])c2)c1)C1CCCCC1 | 0.1 | . | 10.1
CCC(=O)N/N=C(\C)CC(=O)Nc1ccccc1-c1ccccc1 | 0.2 | i | 16.2
Cn1c(-c2ccccc2)c[n+]2c1-c1ccccc1C2 | -0.1 | i | 15.5
CC(C)(C)c1ccc(/C=C/C(=O)N2CCN(c3ncccn3)CC2)cc1 | 0.1 | i | 14.3
O=C(CSc1nnc2ccc(-c3cccnc3)nn12)Nc1ccc(F)cc1F | -1.2 | i | 24.6
CCCNC(=O)CS(=O)(=O)Cc1nc(-c2cccc(OC)c2)oc1C | -0.3 | i | 7.2
O=[N+]([O-])c1cc([N+](=O)[O-])c2nonc2c1Nc1ccc(O)cc1 | 0.4 | i | 76.4*
COc1ccc(S(=O)(=O)NCC(c2ccc(C)cc2)N2CCN(C)CC2)cc1 (stereo not drawn) | -1.2 | i | 5.6

16 entries already listed, ordered by length of the SMILES, smallest number first:
molecule | STK33 inh | KCNQ2 inh | OX1R antag
Cn1ccnc1C(=O)c1ccccc1Cl | 0.5 | i | 18.8
O=C1Nc2ccccc2C1(O)Cc1ccncc1 (stereo not drawn) | -0.4 | i | -6.3
Cn1c(-c2ccccc2)c[n+]2c1-c1ccccc1C2 | -0.1 | i | 15.5
COCCn1c(SCc2csc(-c3ccccc3)n2)nc2ccccc21 | -0.8 | i | 20.0
CCC(=O)N/N=C(\C)CC(=O)Nc1ccccc1-c1ccccc1 | 0.2 | i | 16.2
COc1ccc(/C=N\NC(=O)c2ccccc2)cc1COc1ccccc1 | -0.6 | i | 12.2
O=C(Nc1ccc(Cl)cc1)Nc1nnc(SCc2ccc(Cl)cc2)s1 | -0.1 | i | 11.4
CCCNC(=O)CS(=O)(=O)Cc1nc(-c2cccc(OC)c2)oc1C | -0.3 | i | 7.2
O=C(CSc1nnc2ccc(-c3cccnc3)nn12)Nc1ccc(F)cc1F | -1.2 | i | 24.6
COc1ccc(C)cc1NC(=O)C(=O)NNC(=O)COc1ccc(Cl)cc1 | . | i | 18.8
CC(C)(C)c1ccc(/C=C/C(=O)N2CCN(c3ncccn3)CC2)cc1 | 0.1 | i | 14.3
Cc1sc(NC(=O)CN(C(=O)c2ccccc2F)C2CCCC2)c(C(N)=O)c1C | -1.0 | i | 18.0
O=[N+]([O-])c1cc([N+](=O)[O-])c2nonc2c1Nc1ccc(O)cc1 | 0.4 | i | 76.4*
COc1cc(OC)c(C(=O)OC(C)C(=O)Nc2cc(C(F)(F)F)ccc2Cl)cc1OC (stereo not drawn) | -2.2 | i | 18.2
O=C(c1cc(-c2ccc(Br)cc2)n[nH]1)N1CCN(C(=O)c2ccccc2Br)CC1 | -0.7 | i | 7.8
CN(C(=O)c1cccc(NC(=O)Cc2cccc([N+](=O)[O-])c2)c1)C1CCCCC1 | 0.1 | . | 10.1
